All columns: NCI-60 one-dose screen, growth in % after 48 h at 10 µM unless noted; 100 = growth as untreated, 0 = no growth, -100 = all killed.
M14 = M14 melanoma; 80,000 tested, 6.2% active
A549/ATCC = A549/ATCC NSCLC. 81,000 tested, 3.7% active
HOP-62 = HOP-62 NSCLC | 80,000 tested, 3.9% active
The depositor's hits bear a star. Rule for the calls: active = growth percent below 10; inactive = the rest.

SMILES | M14 | A549/ATCC | HOP-62
CCC(=O)Nc1ccccc1 | 92.9 | 107.4 | 96.4

Screening results from PubChem BioAssay.

Some of the compounds tested, so the mix of outcomes need not match the whole.
